# From PubChem
# ASM inhibitor = human S-ASM enzyme inhibition; P17405; placental ASM, HMU-PC fluorogenic substrate, 60 min; Potency, µM (series often up to 57.5 µM), for the others: at the top dose activity change, negative = inhibition, usual class: inhibitors; 340,000 compounds, 0.006% hits; AID 504937; further: potency means the concentration at half of the fitted maximal effect
#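 HMU-PC0 cleavage (9 uM final) by human placental ASM, 60 min at 37 °C following 10 min compound exposure at RT; stopped at pH 10, fluorescence Ex 386/Em 447 nm.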
# FBPA coupling cs = counter-screen for Giardia aldolase inhibitors: coupling enzyme system. coupling enzyme system counterscreen, AmpLite Red fluorescence. activity change, negative = inhibition, % at 58.2 µM, hits read low. 290,000 compounds, 0.67% hits; in the data active means activity change below about -30%; further: on the % scale 0 is the no-effect control and ±100 the full control effect
#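 Final compound at 57.5 uM, incubated 10 min at RT with coupling enzyme reagent (glyceraldehyde-3-phosphate), then 20 min with substrate and AmpLite Red detection. Fluorescence read at 525/598 nm; tests interference with the coupling assay, not aldolase inhibition.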
# PTAP TSG101 blk = blocks PTAP/TSG101 interaction to inhibit HIV-1 budding. Q99816. AID 493005. Fluorescence polarization, FITC-PTAP peptide / Tsg101 binding. 340,000 tested, under 10 active. Potency, µM (highest dose often 115 µM), inactives show at the top dose activity change, negative = inhibition, actives largely listed as inhibitors; active means well fitted inhibition curve with a large enough effect in the main read-out, with a control signal flat, not every such curve was filed as active; inconclusive means small, poorly fitted or top-dose-only effect, or effect the other way, or a change in a side signal; inactive means no such curve, though single readings can be large or run the other way; further: potency means the concentration at half of the fitted maximal effect; % of control where 0% means no effect
#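 Fluorescence polarization binding of Tsg101 binding domain (10 uM final) to FITC-labeled PTAP peptide (50 nM final) in HEPES pH 7.5 buffer with NaCl, Tween 20, EDTA, TCEP. Compounds added before peptide; binding 20 min at RT.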
# Giardia killer = kills Giardia lamblia; Giardia lamblia trophozoite viability; activity change, % at 7.66 µM, hits read low; 340,000 compounds, 0.15% hits; in the data active means activity change below about -80%; inconclusive means between about -30% and that limit;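 further: parasites exposed to compound for two days anaerobically before the ATP read; on the % scale 0 is the no-effect control and ±100 the full control effect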
#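 Giardia trophozoites, 100 cells per well, were exposed to compounds for 48 hrs at 37 deg C under anaerobic conditions; viability was then read as ATP content by bioluminescence after 15-30 min at room temperature.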
# Chronic BCR inh = chronic active BCR signaling inhibition | ABC-DLBCL IkBa-CBG/CBR reporter, luminescence ratio, 4 h | 340,000 compounds, 0.05% hits | AID 493014 | Potency, µM (top dose mostly 46.1 µM), inactives show at the top dose ratio change, negative = lower green/red ratio, hits mostly inhibitors; active means well fitted inhibition curve with a large enough effect in the signal ratio, with a control signal flat, not every such curve was filed as active; inconclusive means small, poorly fitted or top-dose-only effect, or effect the other way, or a change in a side signal; the % refers to the signal ratio;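 further: potency means the concentration at half of the fitted maximal effect; plate controls were basal doxycycline-induced cells for no effect and cells given 10 µM MG132 for full effect; MG132 reads +100%, hits lower the ratio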
#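 TMD8 ABC-DLBCL cells carrying doxycycline-inducible green luciferase fused to IkappaBalpha plus unfused red luciferase were exposed to compounds (up to 46 uM) for 4 hrs at 37C. Activity came from the overlap-corrected green/red luminescence ratio.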
# Menin MLL FP TR = menin-MLL binding inhibition, Texas Red mutant peptide; O00255; 270,000 compounds, 0.23% hits; Menin + Texas Red MLL mutant peptide, fluorescence polarization; Potency, µM (highest dose often 61.6 µM), for the others: at the highest dose FP activity change, negative = inhibition, actives largely listed as inhibitors; AID 1768; active means well fitted inhibition curve with a large enough effect in the polarisation, with a control signal flat, not every such curve was filed as active; inconclusive means small, poorly fitted or top-dose-only effect, or effect the other way, or a change in a side signal; inactive means no such curve, though single readings can be large or run the other way; the % refers to the polarisation; further: potency means the concentration at half of the fitted maximal effect; % of control where 0% means no effect; many of its hits are not listed in these tables
# a7 integrin act = integrin-mediated muscular dystrophy alleviation activation. 350,000 compounds, 0.064% hits. alpha7betagal myoblasts, beta-gal FDG fluorescence, 48 h. AID 624291. Potency, µM (top dose mostly 38.3 µM), inactives show top-dose activation, actives largely listed as activators;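 further: potency means the concentration at half of the fitted maximal effect; 100% = response of the positive control SU9516; nearly all actives have a fitted effect of over 60% in size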
#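 alpha7betagal+/- myoblasts (passage 13, 250/well) treated 48 h at 37C with compounds at 1:260 dilution of DMSO stock. Lysed, then beta-galactosidase activity read as FDG fluorescence (ex 480/em 540) after 30 min, with pre-read for autofluorescence.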
# Tb PFK inh = inhibitors of T. brucei phosphofructokinase. O15648. Potency, µM (highest dose often 57.5 µM), inactives show at the highest dose activity, negative = inhibition, usual class: inhibitors. T. brucei PFK, ADP-Glo luminescence. 330,000 compounds, 0.17% hits. AID 485367;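 further: potency means the concentration at half of the fitted maximal effect; 0% = uninhibited 1x PFK enzyme wells and -100% = no-enzyme wells; nearly all actives have a fitted effect of over 60% in size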
# Target sequence (O15648 whole entry, looked up): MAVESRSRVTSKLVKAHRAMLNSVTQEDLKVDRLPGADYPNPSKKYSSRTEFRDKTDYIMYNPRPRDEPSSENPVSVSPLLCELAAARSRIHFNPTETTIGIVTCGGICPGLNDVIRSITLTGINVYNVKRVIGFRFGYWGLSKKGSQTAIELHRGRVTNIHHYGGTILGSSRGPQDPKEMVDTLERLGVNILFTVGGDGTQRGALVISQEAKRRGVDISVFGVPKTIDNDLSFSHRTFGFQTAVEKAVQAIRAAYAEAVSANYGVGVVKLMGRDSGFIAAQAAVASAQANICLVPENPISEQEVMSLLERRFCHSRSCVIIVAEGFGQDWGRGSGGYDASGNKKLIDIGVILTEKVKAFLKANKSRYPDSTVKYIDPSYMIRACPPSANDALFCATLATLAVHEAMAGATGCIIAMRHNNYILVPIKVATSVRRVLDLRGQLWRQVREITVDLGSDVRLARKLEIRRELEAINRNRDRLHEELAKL
#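 In TEA buffer at pH 8.0 with 5 mM MgCl2, enzyme (1.25 nM) converted F6P (0.5 mM) and ATP (0.1 mM) for 45 min at room temperature. ADP product was read by luciferase luminescence.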
# B2AR arrestin = recruits beta-arrestin to the human beta2-adrenergic receptor. P07550. beta-arrestin recruitment to beta2AR, cell-based reporter. Potency, µM (titrated, usually from 46.1 µM), for the others: at the top dose activation, hits mostly activators. 330,000 compounds, 0.02% hits;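 further: potency means the concentration at half of the fitted maximal effect; 0% = DMSO controls and full agonism = EC100 isoproterenol or metaproterenol; nearly all actives have a fitted effect of over 65% in size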
# GALK inh = inhibitors of human galactokinase. Purified GALK, Kinase-Glo residual ATP luminescence. Potency, µM (series often up to 57.5 µM), for the others: at the highest dose activity change, negative = inhibition, most hits filed as inhibitors. 270,000 compounds, 0.007% hits. AID 1868; further: potency means the concentration at half of the fitted maximal effect; on the % scale 0 is the no-effect control and ±100 the full control effect
# Target sequence (P51570 whole entry, looked up): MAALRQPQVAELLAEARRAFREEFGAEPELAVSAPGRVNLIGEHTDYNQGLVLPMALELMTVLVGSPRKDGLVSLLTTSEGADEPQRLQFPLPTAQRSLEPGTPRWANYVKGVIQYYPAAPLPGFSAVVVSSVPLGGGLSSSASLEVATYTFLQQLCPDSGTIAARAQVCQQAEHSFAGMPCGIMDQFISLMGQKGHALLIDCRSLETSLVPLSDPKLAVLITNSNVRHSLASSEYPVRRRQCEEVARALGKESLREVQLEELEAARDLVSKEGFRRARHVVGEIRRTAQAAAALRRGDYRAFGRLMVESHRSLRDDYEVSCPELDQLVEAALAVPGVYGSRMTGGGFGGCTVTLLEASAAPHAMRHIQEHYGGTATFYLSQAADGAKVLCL
#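 ATP-depletion format; final 35 uM ATP, 100 uM D-galactose, 5 nM enzyme; pH 8.0 HEPES/Mg2+ buffer; 60 min RT; luminescence read 10 min after detection reagent.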
# PKM2 act = activators of human pyruvate kinase M2 | P14618 | purified PKM2, Kinase-Glo ATP luminescence, activation; response scale: 0% is enzyme alone, no compound | Potency, µM (top dose mostly 57.5 µM), for the others: at the highest dose activation, usual class: activators | 260,000 compounds, 0.34% hits | AID 1631; further: potency means the concentration at half of the fitted maximal effect; on the % scale 0 is the no-effect control and ±100 the full control effect; nearly all actives have a fitted effect of over 55% in size
#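 Purified hPK-M2 (>95%) run at intermediate activity with 0.1 mM ADP and 0.5 mM PEP in 50 mM imidazole pH 7.2, KCl, MgCl2; 1 h room temperature. ATP formed read by Kinase-Glo luminescence; normalized to uninhibited and no-enzyme controls.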
# Numbers without * were called inactive; ? = inconclusive; · = not tested or not shown; [ ] = another dose, or the depositor's remark. Unless noted, the call rests on the fitted dose curve; in most records, active means well fitted curve in the direction sought with a large enough effect; inconclusive means small, poorly fitted or top-dose-only effect, or another doubt; inactive means no such curve, though single readings can be large; an effect the other way counts as inactive or inconclusive. These rows are one share of the data, so the mix of outcomes need not match the whole.
# Second line of a record – ASM inhibitor	FBPA coupling cs	PTAP TSG101 blk	Giardia killer	Chronic BCR inh	Menin MLL FP TR	a7 integrin act	Tb PFK inh	B2AR arrestin	GALK inh	PKM2 act
- CC1CN(C(=O)COC(=O)c2ccc(F)cc2Cl)CC(C)O1 (centres undefined)
  3%	0	-1%	-13	?	11%	3%	0%	0.3%	-2%	-1%
- CN(C)c1ccc(/C=c2\sc3nc(-c4ccccc4)nn3c2=O)cc1
  ·	2	·	·	4%	?	·	1%	-0.3%	3%	-7%
- COc1cc(N2C(=O)CSC23C(=O)Nc2ccccc23)cc(OC)c1OC (centres undefined)
  -3%	-2	1%	-6	-4%	1%	-4%	-1%	-0.1%	1%	-1%
- Cc1cccc(/C=N/n2c(C3CCCCC3)n[nH]c2=S)c1
  -3%	0	-4%	-28	-2%	-16%	13%	-18%	0.2%	-4%	·
- COc1ccc(C)cc1S(=O)(=O)N(C)CC(=O)Nc1ccc2c(c1)OCCO2
  1%	-1	-1%	-13	?	-3%	-16%	-6%	-0.3%	3%	1%
- CCS(=O)(=O)N1CCC(C(=O)Nc2cc(Cl)ccc2O)CC1
  -2%	1	2%	-8	2%	2%	12%	-1%	-0.2%	-1%	6%
- CCOC(=O)CC(NC(=O)C(CC)c1ccccc1)c1ccccc1Cl (centres undefined)
  5%	-1	-2%	-2	-7%	27%	7%	4%	-1.2%	2%	-4%
- Cc1ccc(-c2nc(CN(C)C3CCOCC3)c(C)o2)s1
  15%	0	0%	2	?	-5%	22%	-11%	-0.8%	6%	-4%
- CCOC(=O)CNC(=O)c1cc(OC)cc(OC)c1
  1%	0	-10%	-23	7%	-1%	-25%	-1%	0.2%	-4%	4%
- COc1cc(C2C(C(=O)c3ccc(C)o3)=C(O)C(=O)N2c2cc(C)on2)ccc1OCc1ccccc1 (centres undefined)
  -1%	7	2%	?	?	?	4%	1%	-1.0%	11%	7%
- COc1cc(C=C(C(C)=O)C(C)=O)ccc1O
  -2%	0	-4%	3	?	-4%	-55%[inhibitor]	-2%	0.0%	-3%	-1%
- CC(=O)NCCc1ccc(C(=O)COC(=O)c2cc(C)oc2C)cc1
  2%	·	-2%	5	-3%	·	-1%	12%	-0.1%	·	·
- Cn1c(=O)c(C#N)c(-c2ccccc2)n2cnnc12
  0%	-2	3%	6	?	-11%	-19%	-1%	0.2%	0%	-1%
- O=C(NCCc1ccccc1)c1cccnc1
  5%	-1	-3%	1	-2%	35%[activator]	18%	2%	-1.0%	2%	-4%
- Cn1c(=O)oc2cc(S(=O)(=O)NCc3ccc(Cl)cc3)ccc21
  -1%	·	-1%	-4	1%	·	23%	1%	-0.4%	-1%	·
- CCOc1ccc(OCCC(=O)OCC(=O)NC2CC2)cc1
  -1%	·	-1%	-18	10%	·	-24%	-29%	-1.9%	·	·
- Cc1ccc(C(C)C)cc1OCC(=O)N1CCN(C(=O)c2ccco2)CC1
  2%	·	-1%	-7	6%	·	-19%	0%	-0.2%	·	·
- Cc1cccnc1-n1c(CCN2C(=O)c3ccccc3C2=O)nc2ccccc2c1=O
  0%	0	2%	0	?	-29%	-3%	5%	-0.9%	1%	-2%
- CC(C)CN(C(=O)C1CC1)C1CCS(=O)(=O)C1 (centres undefined)
  3%	·	-3%	-13	?	·	-22%	-2%	0.2%	·	·
- Cc1cc(C)cc(NC(=O)CSc2nnnn2-c2cccnc2)c1
  1%	0	0%	-11	0%	0%	0%	1%	-0.5%	2%	0%
- CC/C(=N/NC(=O)c1ccc(Br)o1)c1ccc(Cl)cc1
  -1%	3	0%	1	-11%	3%	4%	-1%	0.0%	2%	0%
- Cc1ccc(NC(=O)c2ncc(Cl)c(Cl)c2Cl)cc1C
  6%	7	-2%	1	2%	3%	-18%	0%	0.2%	0%	-1%
- CNc1snc(C)c1C(=O)OCC(=O)NCc1ccccc1OC
  1%	·	1%	-6	-3%	·	-23%	6%	-0.1%	·	·
- CC(C)Nc1ccc(C(CC(N)=O)NC(=O)Cc2cccc3ccccc23)cc1[N+](=O)[O-] (centres undefined)
  -1%	-3	22%	-6	?	·	-11%	4%	-0.1%	-2%	3%
- CCc1ccc(CNc2ccc3c(c2)ncn3C(C)(C)C)cc1
  -13%	-1	-1%	19	-2%	?	-30%	-17%	5.2%	·	·
- CCOC(=O)c1ccc(N=c2ssnc2Cl)cc1
  -2%	2	-1%	5	-19%	3%	-39%	?	0.0%	-1%	-16%
- CS(=O)(=O)c1ccc(N2CCN(S(=O)(=O)c3cccs3)CC2)c([N+](=O)[O-])c1
  -3%	·	-5%	4	?	·	-10%	-6%	0.0%	·	·
- CCOc1ccc(NC(=O)CN2CCN(CC(=O)Nc3ccc(OC)cc3)CC2)cc1
  2%	4	·	-4	-2%	8%	-30%	-1%	0.2%	0%	8%
- CCOC(=O)c1c(NC(=O)Cn2nnc(-c3ccccc3Cl)n2)sc(C)c1C
  -10%	4	-5%	-4	4%	-13%	24%	-2%	0.2%	3%	-1%
- O=C(Nc1cc(N2CCCCC2)ncn1)c1ccc(F)cc1
  2%	-2	-6%	16	-2%	-1%	?	-3%	0.3%	11%	-2%
- O=C(COC(=O)CCCNC(=O)c1ccc(Cl)cc1)Nc1cc(Cl)c(Cl)cc1Cl
  4%	-4	-1%	8	-14%	22%	-13%	9%	-0.5%	0%	0%
- CC(C)(C)OC(=O)CNC(=O)c1[nH]cnc1C(=O)N[C@@H](CCCCN)C(=O)OC(C)(C)C
  1%	·	-1%	10	-1%	·	10%	8%	-0.6%	·	·
- CCC(=O)Nc1nnc(S(=O)(=O)N(CC)c2ccc(OC)cc2)s1
  -7%	7	-6%	22	?	7%	5%	2%	-0.4%	2%	·
- Cc1cccc(Nc2c(-c3ccc(N4CCOCC4)cc3)nc3ncccn23)c1
  -14%	2	-2%	-21	?	-10%	-3%	0%	-2.3%	·	-2%
- COc1ccccc1NC(=O)N1CCN(C(=O)Nc2ccccc2OC)CC1
  0%	2	-9%	-27	3%	·	4%	-3%	-0.2%	-1%	0%
- CCOC(=O)CNC(=O)C1(/C=C/c2ccccc2)CC(=O)N1c1ccc(OC)cc1 (centres undefined)
  -4%	-3	1%	-4	-4%	?	6%	-1%	-1.1%	7%	·
- CN(C)c1cc(N)c2ccccc2n1 (tested in a mixture with another compound)
  4%	-1	-5%	2	8%	-2%	16%	23%	-1.0%	-1%	-13%
- Cc1cc(C)c(S(=O)(=O)N2CCCOC2CNC(=O)C(=O)NCc2ccncc2)c(C)c1 (centres undefined)
  1%	0	-2%	-9	0%	5%	0%	0%	-1.0%	-3%	-3%
- NC(=O)CCC(=O)N1CCCC(C(=O)c2ccc(C(F)(F)F)cc2)C1 (centres undefined)
  -3%	-2	-3%	8	-1%	0%	13%	-3%	0.2%	0%	0%
- CC1(C)CC(=O)C=C(NCCCNC2CCCCC2)C1
  4%	3	0%	-17	0%	-3%	12%	2%	-0.4%	-1%	-1%
- N#Cc1c(-c2ccncc2)c2c([nH]c1=S)CCCC2
  15%	-36*	-5%	16	3%	?	12%	?	-0.1%	0%	-65%
- Cc1ccc(C(C)C)c(OCc2nc(-c3nonc3N)no2)c1
  -1%	-1	-4%	-10	2%	1%[11.7 µM]	3%	0%	0.4%	0%	-15%
- CCC1CCCCN1Cc1ccc(N)cc1 (centres undefined)
  3%	0	-2%	?	-3%	10%	24%	-4%	0.4%	3%	1%
- Nc1nc(Nc2ccccc2)nc(N2CCCC2)c1[N+](=O)[O-]
  -20%	-1	-5%	24	?	59%[activator]	21%	-2%	-0.4%	1%	·
- CCC(=O)Nc1cccc(NC(=S)NC(=O)Cc2ccccc2)c1
  -6%	2	0%	-25	-21%	5%	3%	1%	0.1%	1%	2%
- CCOc1cc2c(cc1/C=C/C(=O)O)OC(C)C2 (centres undefined)
  ·	4	-6%	19	1%	·	17%	-5%	4.6%	7%	-2%
